SDO1 yeast rescue = compounds rescuing growth of sdo1-depleted yeast, bone marrow failure model | S. cerevisiae sdo1-depleted JHY4D growth rescue, OD600 30 h; stronger effect = higher value; pdr5 snq2 efflux-pump mutant strain | AID 817 | z-score at 10 µM | 0.21% of 140,000 active;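 active = z-score above 3 at both the 24 hr and the 30 hr optical density reads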;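 also: z-score against mean and SD of all compound wells on the same plate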
Insulin prom inh = TRM-6 insulin promoter activity inhibition; TRM-6 cells (human fetal islet line), insulin promoter-eGFP reporter, imaging; reporter expression induced with tamoxifen; inhibition, % at 2 µM; 0.9% of 130,000 active;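 active = inhibition above the mean plus 3 SD, with well images judged a real hit on visual review, cut at about 60% in these data, passing the limit was not always enough; inconclusive = inhibition over the cutoff but images rejected on review; inactive = inhibition not above the cutoff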
SDO1 yeast rescue Rescue 24 h = also measured in SDO1 yeast rescue; calls as there; z-score; S. cerevisiae sdo1-depleted JHY4D growth rescue, OD600; measured here: growth rescue at 24 h;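 0 is the plate mean of compound wells and units are plate SD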
* = called active by the depositor; ? = inconclusive; / = not tested or not shown.

SMILES,SDO1 yeast rescue,Insulin prom inh,SDO1 yeast rescue Rescue 24 h
COc1cccc(C(=O)NCCOc2cc(C)cc(C)c2)c1,-0.39,-25.8,-0.37
Cc1cc(C)n(C2CCCCC2OC(=O)c2ccccc2F)n1 (stereo not given),-0.28,10.5,-0.17
COc1cc(C2C3C(=O)N(Cc4ccccc4)C(=O)C3ON2c2ccccc2)cc(OC)c1OC (stereo not given),-0.24,-35.5,0.23
Cn1c2ccccc2c(=O)c2c(=O)n(C3CCCCC3)c(-c3ccco3)nc21,-1.55,22.4,-1.19
Cc1cc(C)c(NC(=O)C(C)c2cccc(C(=O)c3ccccc3)c2)c(C)c1 (stereo not given),-1.46,/,-0.83
Cc1ccc(S(=O)(=O)NC(=O)c2ccc(-c3ccc(-c4ccccc4)cc3)o2)c(C)c1,-0.56,66.7*,-0.87
Cc1ccccc1OCC(=O)N1N=C(C(F)(F)F)CC1(O)C(C)(C)C (stereo not given),-0.6,-42.9,-0.42
CCOC(=O)CSc1ncc(OC)c(Sc2ccc(Cl)cc2)n1,-0.44,/,-0.79
Cc1ccc(S(=O)(=O)N2CCCC(C(=O)O)C2)s1 (stereo not given),0.78,/,0.95
Cc1nnc(-c2cccc(Br)c2)c2cn(-c3ccccc3Cl)nc12,-1.86,/,-1.07
CC(O)CCc1nc2ccc(C(=O)O)cc2[nH]1 (stereo not given),0.35,/,-0.36
O=C(CSc1nnc(CN2CCOCC2)n1-c1ccccc1)Nc1ccc(Cl)cc1,1.18,-4.1,1.74
Cc1ccc(S(=O)(=O)N2CCCOC2CNC(=O)C(=O)NCCCn2ccnc2)cc1 (stereo not given),0.3,20.0,-0.49
CCCNC(=O)NC(=O)CSc1ccc2c(c1)OCCO2,0.23,3.1,-0.04
COc1cc(/C=C(\C#N)C(=O)c2c(C)[nH]c3ccccc23)cc(OC)c1OC,0.15,/,0.11
O=[n+]1c2c(n([O-])c3ccccc31)CCCC2,0.08,/,0.5
O=C(Oc1coc(CSc2nnc(NC(=O)C3CC3)s2)cc1=O)c1ccccc1,1,/,0.91
CCc1cc2c(cc3c(=O)n(CC(=O)NCCCN4CC(C)CC(C)C4)ncn32)s1 (stereo not given),1.44,/,1.36
CCCCCC(=O)NC(NC(=S)NC1CCS(=O)(=O)C1)C(Cl)(Cl)Cl (stereo not given),1.39,29.4,1.65
CC1(C2CC2)NC(=O)NC1=O (stereo not given),0.46,-17.4,-0.03
Cc1cc(NC(=O)CCCn2nc(C)c([N+](=O)[O-])c2C)no1,/,45.5,/
Fc1ccc(-c2ccnc3nc(N4CCN(c5ccccc5)CC4)nn23)cc1,-1.99,-2.0,-1.45
C/C(CC(=O)N(C(C)C)C(C)C)=N\NC(=O)c1ccccc1Br,0.89,/,0.37
CCC(C)NS(=O)(=O)c1ccc(OCC(=O)N2CCCC2)cc1 (stereo not given),0.87,-437.5,1
COc1ccccc1CNC(=O)C(NS(=O)(=O)c1ccc2c(c1)OCCO2)C(C)C (stereo not given),0.26,-66.7,-0.35
COc1ccc(OC)c(N2C(=O)CC(Cc3cc(C)cc(C)c3)C2=O)c1 (stereo not given),-0.46,-242.9,-0.7
O=C1Nc2ccccc2S/C1=C\C(=O)N1CCCC1,/,0.0,/
O=C(Nc1ccc(F)cc1)c1sc2cc(C(F)(F)F)cnc2c1-c1cccs1,-0.91,48.4,1.03
COc1cc2cc(Oc3ccc4ccc(=O)oc4c3)c(=O)oc2cc1O,-0.73,-19.1,0.76
CC(C)[C@H](NC(=O)Nc1cccc(C(F)(F)F)c1)C(=O)O,2.2,/,2.86

Three compounds from above, sorted by length of the SMILES, low to high:
SMILES,SDO1 yeast rescue,Insulin prom inh,SDO1 yeast rescue Rescue 24 h
O=C(CSc1nnc(CN2CCOCC2)n1-c1ccccc1)Nc1ccc(Cl)cc1,1.18,-4.1,1.74
COc1ccccc1CNC(=O)C(NS(=O)(=O)c1ccc2c(c1)OCCO2)C(C)C (stereo not given),0.26,-66.7,-0.35
COc1cc(/C=C(\C#N)C(=O)c2c(C)[nH]c3ccccc23)cc(OC)c1OC,0.15,/,0.11

Remaining list, next part
SMILES,SDO1 yeast rescue,Insulin prom inh,SDO1 yeast rescue Rescue 24 h
CC/C(C)=C1\SC(N2CCN(c3cccc(C(F)(F)F)c3)CC2)=NC1=O,0.19,-48.6,1.39
COc1cccc(NC(=O)Nc2cc(NC(=O)Nc3cccc(OC)c3)c(C)nc2C)c1,1.03,-16.0,1.33
Cc1ccccc1Nc1nnc(SCC(=O)c2cc3ccccc3o2)s1,-0.88,37.5,-1.43
O=C(CCc1ccccc1)Nc1ccccc1F,0.18,/,-0.59
CN(Cc1ccccc1)Cc1c[nH]c2ccccc12,2.21,-225.0,0.88
COc1ccc(OC)c(/C=N/c2oc(-c3ccco3)c(-c3ccco3)c2C#N)c1,-0.48,/,-0.92
Cc1ccc(OCC(=O)NNC(=O)C2CCN(c3nc(C)cc(C)n3)CC2)cc1,0.02,29.0,0.33
CCSC1=N/C(=C/c2ccsc2)C(=O)N1c1ccccc1,-0.71,26.7,0.32
COc1ccc(C(=O)OCCN2C(=O)c3ccccc3C2=O)cc1,-0.41,/,-0.4
N#CC1=C(N)OC2=C(CC/C2=C\c2ccccc2Cl)C1c1ccccc1Cl (stereo not given),-1.08,/,-0.69
C=CCN(C(=O)Nc1ccc(F)cc1)C1CC(=O)N(c2ccc(OC)cc2)C1=O (stereo not given),1.21,-8.6,1.02
c1cnc2ncc3sccc3c2c1,1.17,-42.9,0
COc1ccc(OC)c(-c2csc(NC(=O)C3c4ccccc4Oc4ccccc43)n2)c1,-0.4,0.0,-0.86
Cc1c(NC(=O)C(C)Sc2nc3ccccc3c(=O)n2CCO)c(=O)n(-c2ccccc2)n1C (stereo not given),0.29,-33.3,-0.27
O=C(O)c1ccc2c(c1)OCCO2,-0.12,-31.2,-0.73
CN1CCN(NS(=O)(=O)c2cccs2)CC1,0.86,-2.6,0.25
CCn1cc([N+](=O)[O-])c(C(=O)N2CCCC2)n1,0.56,10.3,0.32
COc1ccc(Nc2nc(N)nc(CN(C)C3CCCCC3)n2)cc1,0.06,-73.7,-0.29
CCOc1ccc(C2C(C#N)=C(N)Oc3cc(C)oc(=O)c32)cc1 (stereo not given),/,-33.3,/
CNC(=O)N(O)C1N(NC(=O)Nc2cccc3ccccc23)C(=S)SC1(C)C (stereo not given),1.2,-126.7,1.22
CN1CCN(S(=O)(=O)c2ccc(Sc3nnnn3-c3ccccc3)c([N+](=O)[O-])c2)CC1,-0.04,16.7,-0.92
Cc1nc(N(C)C)ncc1C(=O)O,1.53,-2.3,1.65
FC(F)Sc1ccc(NC(=S)NC2CCCC2)cc1,/,27.3,/
CC(=O)NCc1nc2ccccc2n1C(C)C,0.25,/,-0.54
Cc1cccn2cc(-c3ccc(S(=O)(=O)N4CCCCC4)cc3)nc12,/,-40.7,/
CCN(CC)CC#CC(C)OCOCC#CCOC (stereo not given),0.02,28.6,-0.13
CC(C)(C)c1n[nH]c(=S)n(/N=C/c2cccs2)c1=O,0.54,20.0,0.34
C/C(=N\OC(=O)c1cccc(C(F)(F)F)c1)c1sc(-c2ccccc2)nc1C,-0.13,12.1,2.16
CCOc1ccc(C(=O)NC(=S)N(Cc2ccccc2)Cc2ccccc2)cc1,-0.42,0.0,-0.22
Cc1ccc(N(Cc2cc3ccccc3[nH]c2=O)C(=O)c2ccco2)c(C)c1,-1.59,46.1,-1.7
CC(=O)c1ccc(NC(=O)CC23CC4CC(C2)CC(n2nnc(C)n2)(C4)C3)cc1,/,63.6,/
C/C(Cl)=C\Cn1c(=O)c2c(nc3n2CCS3)n(C)c1=O,-0.93,?,-1.3
CCc1ccccc1NC(=O)c1ccccc1Sc1ccc([N+](=O)[O-])cc1Cl,-0.58,-11.1,0.05
COc1ccc(OC)c(NC(=O)Nc2cccc(Cn3cccn3)c2)c1,-0.18,-100.0,-0.8
CCn1c(=O)c(-c2cc(=O)[nH][nH]2)c(O)c2ccccc21,/,13.3,/
O=C(O)C1C2C=CC(O2)C1C(=O)NCCCn1ccnc1 (stereo not given),0.73,50.0,0.8
CC1=Nc2ccccc2/C1=C\c1nc(-c2ccc(F)cc2)oc1O,-1.4,34.3,-0.07
COc1nc2c(C)cccc2cc1-c1noc(-c2ccco2)n1,-0.3,9.1,1.41
CCCCc1nc2n[nH]c(N)c2c2c1CSC(C)(C)C2,-1.04,31.0,-0.92
CSc1nsc(SCC(=O)N2CCc3ccccc32)n1,-0.2,-14.3,-0.31
O=C(c1ccncc1)N1N=C(C2CCCCC2)CC1(O)C(F)(F)F (stereo not given),/,13.3,/
COc1ccc(CNC(=O)C(c2ccc(C)cc2)N(Cc2cccs2)C(=O)c2ccc3c(c2)OCCO3)cc1 (stereo not given),-0.44,-4.2,0.18
Cc1cc(C)c2c(N)c(C(=O)NCc3ccco3)sc2n1,-0.2,41.9,-0.78
O=C(Cn1cnc2c(nnn2Cc2ccccc2F)c1=O)NCc1ccco1,0.45,-50.0,-0.21
Cc1cccc2cc(C3CC(c4cccs4)=NN3C(=O)CCC(=O)O)c(Cl)nc12 (stereo not given),0.54,0.0,-0.42
Cc1c(C(=O)Nc2ccc(OCc3ccccc3)cc2)cccc1[N+](=O)[O-],-0.03,/,0.56
CC(=O)Nc1cccc(C(=O)OC(C(=O)c2ccc(C)c(C)c2)c2ccccc2)c1 (stereo not given),-0.66,-9.7,-0.76
CCOc1cc(Br)c(/C=C2/C(=O)N(C)C(=S)N2CC(=O)OC)cc1OC,/,14.3,/
c1ccc(OCc2nnc3sc(-c4cccs4)nn23)cc1,-1.67,/,-1.77
COc1ccc(C(OC(=O)c2c(C)noc2C)C(=O)NC2CCCC2)cc1 (stereo not given),0.86,20.0,0.07
Cc1cc(C)nc(NC(=O)CSc2nnnn2-c2ccccc2)n1,0.47,10.8,-0.14
O=C(c1ccccc1)c1nnc(-c2ccccc2F)o1,0.3,-12.5,-0.01
Cc1noc(C)c1S(=O)(=O)Nc1ccc(C(=O)N2CCc3ccccc3C2)cc1,0.7,/,0.83
COC(=O)CSc1nc2ccc(C)cc2[nH]1,1.55,-22.2,0.85
CCn1c(SCC(=O)Nc2ccc(NC(=O)c3ccco3)c(OC)c2)nc2ccccc2c1=O,-1.54,/,-0.58
COC(=O)c1sccc1NC(=O)C12CC3CC(CC(C3)C1)C2,/,47.6,/
O=C(Nc1cccc(NC(=O)c2cccs2)c1)c1ccco1,2.15,28.6,1.61
Cc1ccc2sc(NC(=O)CSc3nc(C)cc(C)c3C#N)nc2c1,-1.28,-21.7,0.23
COc1cc(C2CC(=O)NC(SCC(=O)Nc3ccccc3C)=C2C#N)ccc1O (stereo not given),0.6,/,-0.23
Cc1ccc(C2=Nc3ccccc3N=C(c3ccco3)C2)c(O)c1,-1.81,-3.3,-0.08

Next section:
SMILES,SDO1 yeast rescue,Insulin prom inh,SDO1 yeast rescue Rescue 24 h
FC(F)(F)c1cc(-c2ccco2)nc(NCc2ccccc2)n1,0.1,/,3.4
Cc1cc(C)cc(Cn2ncc(Cl)c(Cl)c2=O)c1,-0.56,15.6,-1.14
COc1cccc(/C=N/Nc2snc(SC)c2C#N)c1,-0.6,57.1,0.99
CCOC(=O)c1c(C)n(-c2ccccc2)c2ccc(O)cc12,/,-18.5,/
Cc1c(C(=O)OCc2nc3scc(-c4ccccc4)c3c(=O)[nH]2)cccc1[N+](=O)[O-],-0.52,-14.3,0.02
O=C(CCCN1C(=O)c2ccccc2C1=O)NCc1cccnc1,0.21,-473.3,-0.44
Nc1ccc(S(=O)(=O)O)cn1,/,-38.9,/
Cc1cc(C)cc(N2Cc3ccccc3C2)c1,-0.71,/,-0.76
CC1(C)CC(=O)C(C#N)=C(NCCCO)C1,0.1,65.5,-0.09
COc1ccc(N(C)S(=O)(=O)c2ccc(Cl)c(C(=O)NCCc3ccc(Cl)cc3)c2)cc1,/,-94.4,/
NC(=O)NC(=O)Nc1ccccc1Cl,0.4,6.2,-0.02
O=C(CN1C(=O)c2cccc3cccc1c23)Nc1ccc(S(=O)(=O)N2CCOCC2)cc1,0.55,-16.1,-0.63
Cc1cc(/C=C(\C#N)C(=O)NCc2ccco2)c(C)n1-c1ccc(C(=O)O)cc1,/,-3.7,/
N#Cc1nc(-c2cccs2)oc1NCC1CCCO1 (stereo not given),-0.83,56.2,-0.62
COc1ccc(NC(=S)N(CCCN2CCOCC2)Cc2ccco2)cc1,/,-33.3,/
Cc1ccc2c(Cl)cc(Cl)c(OCC(=O)Nc3cc(S(=O)(=O)N(C)C)ccc3C)c2n1,-0.27,/,-0.03
O=C(COc1ccc2c(c1)C(=O)CC1(CCCCC1)O2)NCc1ccccc1,-0.25,-31.6,0.32
Cc1cccc(C(=O)NCCN2CCCC2)c1,0.56,/,-0.32
CCOC(=O)CSc1nnc(-c2ccco2)n1C,0.02,68.8,-0.37
O=C(O)C1CC=CCC1C(=O)NCCc1ccccc1 (stereo not given),0.24,35.7,0.46
O=C(CCc1c[nH]c2ccccc12)N1CCN(c2ccc(O)cc2)CC1,/,19.1,/

Reprinted from the results shown for reference:
SMILES,SDO1 yeast rescue,Insulin prom inh,SDO1 yeast rescue Rescue 24 h
O=C(O)C1CC=CCC1C(=O)NCCc1ccccc1 (stereo not given),0.24,35.7,0.46
O=C(CCc1c[nH]c2ccccc12)N1CCN(c2ccc(O)cc2)CC1,/,19.1,/
